Screening data (PubChem)
MC4R antag cAMP – antagonists of human melanocortin 4 receptor (MC4R); inhibition, % at 6.5 µM; P32245; AID 540295; hit rate 0.48% among 360,000; MC4R-expressing cells, MTII-stimulated cAMP, LANCE TR-FRET;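 active = inhibition above its plate's cutoff, the mean of tested wells on that plate plus 3 SD, cut at about 29% in these data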;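 also: 0% = Melanotan II alone and 100% = Melanotan II plus saturating MCL0020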
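System: U2OS cells stably expressing human melanocortin 4 receptor (MC4R). Reagent: Melanotan II challenge after compound preincubation. Doses: 6.5 µM. Times: 30-min compound, 1-h challenge, 1-h detection, room temperature. Measured by: TR-FRET with Eu-cAMP and labeled anti-cAMP, 671 nm. Replicates: singlicate.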
aDG glyco act – increases alpha dystroglycan glycosylation; hit rate 0.22% among 360,000; activation, % at 10 µM; Pro5-aDG cells, alpha-DG glycosylation AlphaScreen (IIH6); 0% Pro5, 100% B10-LARGE cell signal; AID 624168;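 active = activation of at least 8% versus controls, or a plate z-score of at least 8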;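 also: Pro5 are CHO cells carrying HIG-tagged alpha-DG that lacks glycosylation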
CaV13 FRET inh – Disruptors of the CACNA1D IQ motif to Ca2+-dependent inactivation inhibitor domain association, primary screening, Förster resonance energy transfer in intact living …. hit rate 0.098% among 340,000. AID 743397. inhibition, % at 12.3 µM. HEK cells, CFP/YFP FRET ICDI-IQ, plate reader, 10 min; percent FRET-ratio fall versus neutral wells;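 active = mean replicate inhibition of at least 30% and at least 1% of replicates passing that level; inconclusive = only one of the two criteria is met; inactive = neither criterion is met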;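 also: 0% = median of the neutral control wells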
ABCB6 inh 2 – blocks the human ABCB6 transporter | fluorescence ratio to DMSO, % at 10 µM | AID 602162 | Q9NP58 | hit rate 0.19% among 360,000 | K562-ABCB6 porphyrin accumulation, flow cytometry, 1 h; active compounds read low;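 active = fluorescence ratio to DMSO below 75%, the collection mean minus 3 SD; inconclusive = too few cells collected in the well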;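 also: signal is porphyrin accumulated inside mitochondria; 100% equals median channel fluorescence of DMSO control wells; lower ratio means ABCB6 inhibition with less porphyrin fluorescence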
Target sequence (Q9NP58 whole entry, looked up): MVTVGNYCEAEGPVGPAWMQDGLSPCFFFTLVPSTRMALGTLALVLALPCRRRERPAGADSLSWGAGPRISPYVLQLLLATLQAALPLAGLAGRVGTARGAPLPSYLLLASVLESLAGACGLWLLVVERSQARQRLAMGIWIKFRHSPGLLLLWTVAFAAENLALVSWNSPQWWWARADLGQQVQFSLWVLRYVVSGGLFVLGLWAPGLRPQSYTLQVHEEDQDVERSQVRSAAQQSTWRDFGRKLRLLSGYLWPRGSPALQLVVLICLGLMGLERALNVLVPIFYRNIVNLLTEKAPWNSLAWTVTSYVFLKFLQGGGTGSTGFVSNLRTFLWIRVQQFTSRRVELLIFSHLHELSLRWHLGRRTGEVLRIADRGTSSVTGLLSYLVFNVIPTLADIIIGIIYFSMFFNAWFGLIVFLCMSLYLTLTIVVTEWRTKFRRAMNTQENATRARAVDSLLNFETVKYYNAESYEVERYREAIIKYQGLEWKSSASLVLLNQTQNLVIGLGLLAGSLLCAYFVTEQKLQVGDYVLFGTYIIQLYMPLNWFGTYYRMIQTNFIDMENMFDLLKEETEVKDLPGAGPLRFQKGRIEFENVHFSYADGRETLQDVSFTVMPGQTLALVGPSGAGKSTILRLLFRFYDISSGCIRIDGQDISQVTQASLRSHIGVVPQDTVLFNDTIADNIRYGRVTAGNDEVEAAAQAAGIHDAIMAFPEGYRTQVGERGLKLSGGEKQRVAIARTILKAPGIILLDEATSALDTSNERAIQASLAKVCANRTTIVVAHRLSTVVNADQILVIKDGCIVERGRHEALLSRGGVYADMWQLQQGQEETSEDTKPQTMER
N-glyco inh – N-linked glycosylation inhibition. D54 ERlucT glycosylation luciferase reporter, 24 h; percent of 100 nM tunicamycin response. reporter increase, % at 12.5 µM. hit rate 0.23% among 360,000. AID 588692;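 active = mean luciferase reporter signal, scaled so untreated is 0 and the glycosylation-blocking control 100, at or above a set limit in every replicate; inconclusive = mean reaches the limit but not every replicate does; inactive = mean below the limit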;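 also: luciferase carries N-glycosylation sites so blocking glycosylation raises the light; 0% = median of neutral control wells and 100% = median of 100 nM tunicamycin wells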
MC4R barr agon – agonists of human melanocortin 4 receptor (MC4R) beta-arrestin; U2OS MC4R beta-arrestin complementation, luminescence; percent of melanotan II response, DMSO zero; activation, % at 8.9 µM; hit rate 0.98% among 360,000; AID 540308;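 active = activation above a per-plate cutoff, the mean activation of sample wells on that plate plus 3 SD, cut at about 8% in these data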
Vif inh – HIV Vif inhibition. hit rate 0.35% among 340,000. HEK293T cells, Vif self-association by quenched fluorescence, imaging, 24 h. inhibition, % at 7.49 µM; in the data active = inhibition above about 50%, passing the limit was not always enough; inconclusive = no clear call, values can overlap the other calls; inactive = below about 31%; also: some results filed as inactive read as strong as hits
H9c2 protect – protects H9c2 cardiomyocytes from peroxide injury | protection from H2O2 cell death, % at 20 µM | H2O2 injury protection, ATPLite, 2 h | hit rate 0.63% among 360,000;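 active = compounds giving at least 50% protection of heart cells from peroxide-induced death in the single-dose screen, raw or plate-pattern-corrected value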;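 also: 0% = DMSO wells with peroxide and 100% = DMSO wells without peroxide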
PDI turbidity – PDI (human) enzyme inhibition; P07237; PDI insulin aggregation turbidity, A650, 90 min; inhibition, % at 10 µM; hit rate 0.052% among 350,000;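 active = mean inhibition across replicates of 30% or more, whatever share of single replicates reach that level; inconclusive = mean inhibition below 30% while every single replicate reaches 30%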;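 also: absorbance from insulin aggregation driven by PDI reduction with DTT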
m5-HT2A agonist – agonists of mouse serotonin 5-HT2A receptor (HTR2A) | CHO-K1 mHTR2A beta-arrestin complementation, luminescence; percent of 30 µM serotonin response | hit rate 0.66% among 360,000 | activation, % at 7.6 µM;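 active = activation above a run cutoff, the mean activation of all tested compounds plus 3 SD, cut at about 14% in these data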;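 also: 0% = plate median of compound wells and 100% = 30 µM serotonin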
* marks the source's active call; other numbers are inactive results; ? = inconclusive; · = no result given.

no.	Molecule	MC4R antag cAMP	aDG glyco act	CaV13 FRET inh	ABCB6 inh 2	N-glyco inh
1	O=C(Nc1ccc(O)cc1)c1ccc2c(c1)C(=O)N(N1C(=O)c3ccccc3C1=O)C2=O	19	-0.3	-6	99	0
2	Cc1csc(=O)n1CCC(=O)OCC(=O)N(C)c1c(N)n(Cc2ccccc2)c(=O)[nH]c1=O	9	-0.1	-13	98	3
3	O=S(=O)(Cc1cnc(Cl)s1)c1ccccc1	2	0.7	·	99	-1
4	CN(CCO)c1nc(NCc2ccccc2)c2cnn(C)c2n1	1	-0.1	-4	91	-1
5	Cc1ccc(C(=O)N/N=C/c2cn(Cc3ccccc3)c3ccccc23)cn1	12	0.3	-5	87	-10
6	O=C(NCc1ccc2c(c1)OCO2)c1ccc(=O)[nH]c1	-4	-0.2	·	98	0
7	c1cc2nncn2nc1N1CCCC1	0	0.0	·	87	1
8	COc1ccccc1NC(=O)C(C)OC(=O)c1cc2ccccc2[nH]1 (stereo unspecified)	6	0.3	-6	86	-7
9	CCN(CC)CCCC(C)NC(=O)c1ccc(C(F)(F)F)cc1 (stereo unspecified)	0	0.2	-7	101	-1
10	CC(=O)c1ccc(NC(=O)c2cc(=O)[nH]c3ccccc23)cc1	2	-0.1	-3	103	0
11	O=C(O)CCC1(C(=O)O)OCCc2ccccc21 (stereo unspecified)	10	0.0	-10	94	0
12	O=C(CN1C(=O)CSc2ccc(C(F)(F)F)cc21)Nc1ccccc1	12	0.0	-5	95	-4

no.	MC4R barr agon	Vif inh	H9c2 protect	PDI turbidity	m5-HT2A agonist
1	-0.6	-4	20	-3	0
2	-0.7	-4	1	-5	0
3	-2.1	-2	2	-1	0
4	0.9	-4	3	7	2
5	0.4	-10	-19	2	-6
6	0.5	2	12	-2	2
7	-0.3	·	20	-3	-2
8	1.7	-24	-15	15	-7
9	-0.4	25	-6	-1	6
10	-0.8	-18	0	-1	-2
11	0.7	-4	0	1	4
12	1.2	-5	-3	-12	8

Other structures
no.	Molecule	MC4R antag cAMP	aDG glyco act	CaV13 FRET inh	ABCB6 inh 2	N-glyco inh
13	CCCN1C2CCCC1CC(NC(=S)Nc1cccc(C)c1C)C2 (stereo unspecified)	0	0.3	-2	102	0
14	Cc1ccccc1-c1cccc([C@@H]2C[C@H]3CN(Cc4cccnc4)C(=O)[C@]34CCCN24)c1	6	0.8	-13	107	-2
15	COCCn1c(SCC(=O)Nc2ccc(C(C)=O)cc2)nnc1-c1ccco1	-7	-0.1	-3	93	1
16	O=C(Nc1cccc(C(F)(F)F)c1)C1CCN(S(=O)(=O)c2cccnc2)CC1	2	-0.1	-2	104	2
17	CCOC(=O)c1c(NC(=O)COC(=O)Cn2cnc3ccccc32)sc(C)c1C	6	0.3	-6	87	14
18	CN(C)C(=O)CCC(=O)N1CCCC(C(=O)c2ccc(C(F)(F)F)cc2)C1 (stereo unspecified)	5	0.0	-3	95	-1
19	CC(C)OC(=O)CCNc1n[nH]c(=O)[nH]c1=O	-2	-0.2	-3	83	0
20	O=C(NNC1=C(C(=O)C(F)(F)F)CCC1)c1ccccc1O	-2	-0.3	-4	118	6
21	CCNc1nnc(SCC(=O)c2cc(C)n(C3CC3)c2C)s1	-7	-0.2	-6	96	-2
22	CCCNC(=O)COC(=O)c1cc(C)nc2ccccc12	-3	-0.2	3	95	1
23	N#CC(C#N)=NNc1ccc(S(=O)(=O)N2CCCCC2)cc1	22	-0.6	-15	101	-1
24	O=C(Nc1cccc(S(=O)(=O)N2CCOCC2)c1)C1CCCCN1S(=O)(=O)c1ccccc1 (stereo unspecified)	12	-0.2	-3	97	-2

no.	MC4R barr agon	Vif inh	H9c2 protect	PDI turbidity	m5-HT2A agonist
13	-1.2	-8	5	-5	-2
14	1.6	0	-4	8	-4
15	1.8	-6	-5	-3	1
16	-1.4	-2	0	10	3
17	-0.2	·	-5	-6	0
18	-1.8	-2	-1	4	4
19	-1.5	·	0	-14	13
20	-1.3	1	20	5	-1
21	-1.5	-3	-1	9	-1
22	-0.8	2	0	0	6
23	-0.6	4	-13	13	-1
24	-1.1	2	0	17	-3

(list continues)
no.	Molecule	MC4R antag cAMP	aDG glyco act	CaV13 FRET inh	ABCB6 inh 2	N-glyco inh
25	Cc1ccc2c(=O)cc(C(=O)NCCc3ccc(S(N)(=O)=O)cc3)oc2c1C	15	-0.1	-2	100	0
26	C/C(NCc1ccccc1)=C(\C#N)C(=O)NCc1ccccc1	4	1.7	-5	102	0
27	Cc1ccc2nsnc2c1NC(=O)c1sc2ccccc2c1Cl	6	-0.2	-6	97	2
28	CC(C)OCCCNC(=S)Nc1ccc(S(N)(=O)=O)cc1	12	0.0	-3	99	0
29	CN(C)/C=C(\C(=O)c1cccc(Cl)c1)c1nnnn1-c1ccccc1	3	-0.1	-5	94	1
30	CCC(=O)Nc1ccc(CCC(=O)N2CCCC2)cc1	5	0.0	-10	99	0
31	CCOC(=O)C1=CN(CC)S(=O)(=O)NC1c1ccc(F)c(Cl)c1 (stereo unspecified)	4	0.1	-10	105	5
32	O=C(C[C@H]1C[C@@H]2c3cc(NC(=O)c4cccnc4)ccc3O[C@@H]2[C@H](CO)O1)NCc1ccncc1	9	-0.2	-3	99	3
33	CCCOc1ccc(Cn2c(=O)oc3ccc(C)cc32)cc1OC	8	0.3	-4	100	-4
34	Cc1nnc(NC(=O)C(C)Sc2nncn2C)s1 (stereo unspecified)	2	0.0	-3	92	2
35	CCC(C)C(=O)Nc1c2c(nc3c1CCC3)CCCC2 (stereo unspecified)	0	0.0	·	101	-1
36	O=C(CNCCO)Nc1ccc(F)c(Cl)c1	27	0.0	·	98	-1

no.	MC4R barr agon	Vif inh	H9c2 protect	PDI turbidity	m5-HT2A agonist
25	-0.7	0	1	-4	-4
26	-2.1	-2	5	-4	-4
27	13*	2	-5	1	-1
28	-0.4	18	4	4	2
29	-1.0	-6	10	20	3
30	-1.1	1	17	6	-2
31	1.0	0	2	-5	0
32	-0.8	·	1	4	2
33	0.1	-23	-8	0	-1
34	-1.8	·	13	·	-3
35	0.3	·	-3	-4	8
36	-1.6	14	4	-1	1

Other records follow:
no.	Molecule	MC4R antag cAMP	aDG glyco act	CaV13 FRET inh	ABCB6 inh 2	N-glyco inh
37	O=C(Nc1nnc(C2CCCCC2)s1)c1ccc(Br)s1	2	1.4	-10	94	2
38	Cc1ccc(S(=O)(=O)Nc2cc(=O)[nH]c(SCC(=O)Nc3cccc(C(F)(F)F)c3)n2)cc1	-8	0.1	-7	95	0
39	COC(=O)c1ccc2nc(-c3ccccc3)c(Cc3ccc(C)cc3)n2c1	·	1.0	-5	123	·
40	CCn1nc(C(C)C)cc1C(=O)N1CCCC(CO)(Cc2ccc(F)cc2F)C1 (stereo unspecified)	11	0.3	-15	100	-1
41	CC1CCCN(c2nc3c(c(=O)[nH]c(=O)n3C)n2CCSc2nc3ccccc3o2)C1 (stereo unspecified)	6	-0.2	-4	87	1
42	O=[N+]([O-])c1cccc(C(=Nc2ccccc2)NO)c1	5	-0.3	-5	99	2
43	O=C(CNC(=O)c1cccs1)OCC(=O)c1ccccc1Cl	3	0.0	4	92	1
44	Cc1cccc(C)c1NC(=O)CNC(=O)C12CC3CC(CC(O)(C3)C1)C2	2	0.2	-12	101	0
45	O=C(c1cc(C2CCCCN2C(=O)OCCF)on1)N1CCOCC1 (stereo unspecified)	7	0.2	-5	98	2
46	CC1CCN(CCCn2c(=S)[nH]c3ccc(N4CCOCC4)cc3c2=O)CC1	10	-0.3	-4	93	-3
47	COc1ccc(S(=O)(=O)Nc2c(C)cccc2C)cc1-n1cnnn1	2	-0.1	-4	96	0
48	O=C(CCC(=O)c1cccs1)OCc1ccc([N+](=O)[O-])cc1	-10	0.3	-3	97	-2

no.	MC4R barr agon	Vif inh	H9c2 protect	PDI turbidity	m5-HT2A agonist
37	-0.4	14	-2	-2	4
38	2.1	-6	-7	12	-12
39	·	·	·	·	-2
40	-1.7	-7	-6	-2	-1
41	0.4	-6	-2	·	-1
42	0.8	2	-3	3	-3
43	-0.8	3	0	-2	0
44	-0.7	3	1	10	-3
45	-2.1	-3	-2	-4	-4
46	0.0	-3	4	0	2
47	1.1	12	3	1	2
48	-0.5	28	14	-3	5

Whole records, looked up by structure:
Profile of Cc1ccc(S(=O)(=O)Nc2cc(=O)[nH]c(SCC(=O)Nc3cccc(C(F)(F)F)c3)n2)cc1 : MC4R antag cAMP = -8; aDG glyco act = 0.1; CaV13 FRET inh = -7; ABCB6 inh 2 = 95; N-glyco inh = 0; MC4R barr agon = 2.1; Vif inh = -6; H9c2 protect = -7; PDI turbidity = 12; m5-HT2A agonist = -12
Profile of O=C(c1cc(C2CCCCN2C(=O)OCCF)on1)N1CCOCC1 (stereo unspecified) : MC4R antag cAMP = 7; aDG glyco act = 0.2; CaV13 FRET inh = -5; ABCB6 inh 2 = 98; N-glyco inh = 2; MC4R barr agon = -2.1; Vif inh = -3; H9c2 protect = -2; PDI turbidity = -4; m5-HT2A agonist = -4

Further records:
no.	Molecule	MC4R antag cAMP	aDG glyco act	CaV13 FRET inh	ABCB6 inh 2	N-glyco inh
49	CCOC(=O)c1nn(-c2ccc(Cl)cc2)c2nc(-c3ccc(C)cc3)c(C#N)c(=O)n12	9	0.0	-5	101	-3
50	CCC1CCCCN1CCCNC(=O)C1CCN(c2nnc(-n3cccc3)s2)CC1 (stereo unspecified)	-2	-0.1	-2	86	-1
51	Cc1ccc(Sc2ncccc2[N+](=O)[O-])cc1	0	-0.1	-13	93	-2
52	C=CCc1ccc(OCCCCNC2CCCC2)c(OC)c1	17	1.1	-4	106	-6
53	CC/C(=N/NC(=O)c1ccc2c(c1)OCO2)c1ccccc1O	3	0.3	-6	97	-9
54	Cc1ccc(C(=O)COC(=O)COc2ccc(C)c(C)c2)cc1	7	-0.2	-3	93	3
55	CC1CCN(S(=O)(=O)c2ccc(NC(=O)CN3CCCC3)cc2)CC1	18	0.1	-7	103	-3
56	O=C(O)CC(=O)Nc1ccccc1	0	-0.5	-3	91	-1
57	CCCS(=O)(=O)NC(=O)C1(C)CCCN(C(=O)c2ccc(OC)cc2OC)C1 (stereo unspecified)	6	1.3	-5	98	3

no.	MC4R barr agon	Vif inh	H9c2 protect	PDI turbidity	m5-HT2A agonist
49	0.3	11	0	2	9
50	-1.3	0	-3	-7	6
51	-0.7	2	-5	-2	-1
52	2.1	4	-2	-1	-2
53	0.6	?	38	16	-4
54	-2.9	1	5	-10	10
55	0.1	0	-3	10	-3
56	-1.3	4	-3	-4	-3
57	3.1	-6	2	4	6
